DAX1 inh-1: DAX1 (NR0B1) inhibitors, primary screen, cell-based, HEK293, Gal4-DAX1, luciferase luminescence; AID 504766, 2011; actives 0.99% (n = 340,000); inhibition, % at 6.75 µM; HEK293 Gal4-DAX1 luciferase reporter;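 active means inhibition above the mean over all tested compounds plus 3 SD, cut at about 4.2% in these data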;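 further: 0% = DAX1-transfected cells with DMSO and 100% = empty-vector control cells with DMSO; inhibition shows as a rise in luminescence from relieved DAX1 repression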
Target sequence (P51843 207-470 limits assumed): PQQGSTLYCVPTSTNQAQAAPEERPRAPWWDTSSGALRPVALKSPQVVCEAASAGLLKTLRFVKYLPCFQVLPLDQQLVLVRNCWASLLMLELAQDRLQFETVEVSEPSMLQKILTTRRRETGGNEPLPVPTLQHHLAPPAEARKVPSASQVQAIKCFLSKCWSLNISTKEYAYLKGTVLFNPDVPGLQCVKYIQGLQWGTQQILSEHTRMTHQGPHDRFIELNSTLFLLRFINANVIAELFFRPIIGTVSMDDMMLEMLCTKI
sPLA2-III inh: human group III sPLA2 inhibitors, primary screen, biochemical, QFRET, BODIPY PC-A2 liposome substrate | QFRET BODIPY PC-A2 liposome hydrolysis, fluorescence | Group 3 secretory phospholipase A2 (Homo sapiens), Q9NZ20 | actives 0.56% (n = 370,000) | inhibition, % at 12.2 µM;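 active means inhibition above mean plus 3 SD of compounds lying within the high and low control bounds, cut at about 19% in these data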;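 further: 0% = median of test compound wells and 100% = no enzyme DMSO wells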
hgDAF12 agonist: H. glycines DAF-12 receptor agonists, primary screen, cell-based, luminescence, HEK293, GAL4 fusion, UAS-luciferase | Nuclear hormone receptor DAF-12 (Heterodera glycines), GAL4 fusion | AID 687014, 2013 | HEK293 GAL4-hgDAF12 UAS-luciferase reporter, agonist luminescence; normalized to butyrate control | actives 1.8% (n = 370,000) | activation, % at 6.8 µM;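 active means activation above a cutoff set at the mean of all screened compounds plus 3 SD, cut at about 10% in these data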;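 further: 0% = DMSO wells and 100% = sodium butyrate wells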
GAA850 FXN act: FXN promoter activators, primary screen, cell-based, luciferase luminescence, HEK293 lucGAA850. HEK293 lucGAA850 FXN promoter luciferase reporter, 24 h; percent of 10 µM SAHA response. activation, % at 6 µM. actives 0.56% (n = 360,000). AID 540364, 2011;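 active means activation above the average of all compounds screened plus 3 SD, cutoff fixed separately per campaign, cut at about 7.5% in these data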;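 further: 0% = DMSO wells and 100% = 10 µM SAHA wells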
SMARCA2 activ: SMARCA2 (BRM) function activators, primary screen, cell-based, luminescence, high throughput; activation, % at 9.1 µM; MG213 cells, MMTV-luciferase reporter, dexamethasone, overnight; actives 1% (n = 370,000); in the data active means activation above about 7.8%;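 further: 0% = vehicle wells and 100% = reference activator wells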
ssDAF12 agonist: S. stercoralis DAF-12 nuclear receptor activators, primary screen, cell-based, luminescence, HEK293, GRIP1 co-expression, lit1-tk-luc. HEK293 ssDAF-12/GRIP1 lit1-tk-luc reporter; % of 3 µM dafachronic acid response. Nuclear hormone receptor DAF-12 (Strongyloides stercoralis). activation, % at 6.8 µM. actives 1% (n = 370,000);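 active means activation above the mean over all tested compounds plus 3 SD, cut at about 0.9% in these data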;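 further: 0% = DMSO-only wells and 100% = 3 µM delta7-dafachronic acid wells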
hcDAF12 agonist: H. contortus DAF-12 nuclear receptor activators, primary screen, cell-based, luminescence, HEK293, lit1-tk-luc reporter | actives 1.4% (n = 370,000) | HEK293 hcDAF-12 lit1-tk-luc reporter; 0% DMSO, 100% Δ7-dafachronic acid | AID 652067, 2013 | activation, % at 6.8 µM;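 active means activation above the mean of all tested compounds plus 3 SD, cut at about 5.5% in these data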;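 further: 100% = response to 3 µM Δ7-dafachronic acid high control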
NR1D1 modulator: modulators of Rev-erb alpha DNA binding, primary screen, biochemical, FITC-DNA, fluorescence polarization, uHTS; Nuclear receptor subfamily 1 group D member 1 (Homo sapiens), P20393; activity, % at 10 µM; actives 0.79% (n = 370,000); AID 1259318, 2017; Rev-erbα–FITC-DNA binding, 90 min;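 active means activity above about 14%, limit read from the data; passing the limit was not always enough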;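 further: 0% = DMSO wells with 35 nM protein and 100% = DMSO wells with 750 nM protein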
Target sequence (P20393 whole entry, looked up): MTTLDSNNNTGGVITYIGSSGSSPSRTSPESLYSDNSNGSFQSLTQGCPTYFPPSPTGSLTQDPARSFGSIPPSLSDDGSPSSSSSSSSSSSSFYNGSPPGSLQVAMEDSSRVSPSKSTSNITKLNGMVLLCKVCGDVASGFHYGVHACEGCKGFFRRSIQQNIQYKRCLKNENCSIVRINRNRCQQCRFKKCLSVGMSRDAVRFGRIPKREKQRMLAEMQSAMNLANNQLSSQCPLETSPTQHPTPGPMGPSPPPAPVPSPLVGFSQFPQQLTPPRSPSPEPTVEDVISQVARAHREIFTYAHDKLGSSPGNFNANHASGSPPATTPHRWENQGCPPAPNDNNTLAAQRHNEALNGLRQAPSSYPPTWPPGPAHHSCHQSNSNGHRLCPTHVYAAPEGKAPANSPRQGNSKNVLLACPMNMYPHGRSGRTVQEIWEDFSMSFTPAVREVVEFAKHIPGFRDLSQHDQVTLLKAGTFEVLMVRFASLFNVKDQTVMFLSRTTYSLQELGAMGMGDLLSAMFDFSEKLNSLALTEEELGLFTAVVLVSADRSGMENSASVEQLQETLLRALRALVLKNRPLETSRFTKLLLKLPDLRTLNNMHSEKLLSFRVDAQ
PLC-beta3 inh: human PLC-beta3 inhibitors, primary screen, biochemical, fluorescence; 1-phosphatidylinositol 4,5-bisphosphate phosphodiesterase beta-3 (Homo sapiens), Q01970; Purified PLC-beta3, fluorogenic substrate; inhibition, % at 12.2 µM; actives 0.18% (n = 370,000); AID 720704, 2013; in the data active means inhibition above about 11%;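 further: 0% = median of compound wells on plate and 100% = full blocker control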
DAX1 inh-2: DAX1 (NR0B1) inhibitors on StAR promoter, primary screen, cell-based, luminescence, SF-1 (NR5A1), full-length DAX-1; inhibition, % at 6.8 µM; actives 1.1% (n = 370,000); HEK293T StAR-luciferase reporter, SF-1/DAX-1 repression relief; AID 652010, 2013;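 active means inhibition above the mean over all tested compounds plus 3 SD, cut at about 3.6% in these data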;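 further: 0% = DAX-1 cells with DMSO and 100% = cells lacking DAX-1 with DMSO; higher inhibition means more luminescence from relief of DAX-1 repression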
PG9 binder: binders of HIV-1 gp120 antibody PG9, primary screen, biochemical, TR-FRET. HIV-1 gp120 / PG9 antibody interaction. inhibition, % at 6.7 µM. actives 0.43% (n = 360,000). TR-FRET gp120-PG9 antibody binding. AID 624416, 2012; in the data active means inhibition above about 8.5%
Numbers without * were called inactive; · = not tested or not shown.

Sequence of screens – DAX1 inh-1	sPLA2-III inh	hgDAF12 agonist	GAA850 FXN act	SMARCA2 activ	ssDAF12 agonist	hcDAF12 agonist	NR1D1 modulator	PLC-beta3 inh	DAX1 inh-2	PG9 binder
[1] COc1ccc(-n2nc(C(=O)NCC(=O)NCc3ccco3)c3ccccc3c2=O)c(OC)c1
  0.7	0.8	-2.9	-0.7	-0.8	-0.1	-0.3	-4.2	-1.5	-0.2	-1.4
[2] O=S(=O)(NCCC1=CCCCC1)c1ccc(OC(F)(F)F)cc1
  1.0	-6.9	1.7	0.6	-2.1	-1.1	-0.4	-4.3	-8.1	0.8	1.0
[3] Cc1ccc2nc(-c3ccc(C#N)cc3)c(Cc3ccccc3C(F)(F)F)n2c1
  ·	-2.9	2.6	·	-0.2	-1.2	-0.2	3.6	-120.2	-0.1	-3.3
[4] CCOc1ccc(NC(=O)/C=C/c2ccc(OC)cc2)c([N+](=O)[O-])c1
  4.0	25.6*	-0.2	-2.5	-2.6	-1.0	2.0	2.8	2.0	0.3	-1.2
[5] Cc1ccc(C(=O)Oc2cc(N)n(S(=O)(=O)c3ccc(C)cc3)n2)cc1
  -0.4	-10.4	-1.3	1.1	1.1	-1.1	-0.8	1.9	2.3	-0.1	-0.2
[6] O=S(=O)(N1CCCCC1)N1CCN(CC(O)COc2ccc3cc(Br)ccc3c2)CC1 (stereo not drawn)
  0.7	-1.1	-1.9	-2.1	1.0	-0.7	-1.1	99.7*	2.4	-0.2	12.4*
[7] OC(c1cccc(Cl)c1)c1ncc(-c2cccc(C(F)(F)F)c2)[nH]1 (stereo not drawn)
  ·	-11.2	0.7	0.6	1.8	-1.3	-1.3	-8.5	1.9	-0.6	-1.9
[8] Nc1[nH]c(C(=O)c2ccccc2)c(-c2ccccc2[N+](=O)[O-])c1C(=O)NCCc1c[nH]c2ccccc12
  ·	-33.9	-3.0	·	-9.2	-0.9	0.6	-0.6	-8.8	-2.6	0.9
[9] CCc1nc2sc3ccccc3c(=O)c2c(=O)n1Cc1ccco1
  -0.6	-15.6	0.1	3.0	-1.6	-0.5	-0.6	-35.7	-10.5	0.4	0.3
[10] CC(C)(C)OC(=O)C[C@@H]1C/C=C\C[C@H](CC(=O)N(CCO)Cc2ccccc2)C(=O)N2CCC[C@H]2COC1=O
  -1.4	-3.0	-1.7	-0.5	-1.7	-1.6	-2.1	8.1	3.2	0.1	-0.7
[11] O=C1CC(N2CCC(Cc3ccccc3)CC2)C(=O)N1CCc1ccccc1 (stereo not drawn)
  -2.1	-6.4	0.8	-0.8	-2.5	-1.8	0.7	3.7	1.8	0.2	0.0
[12] CCC(=O)c1ccc(OCC(O)CNCCc2ccc(Cl)cc2)cc1 (stereo not drawn)
  1.3	-9.5	1.1	1.3	-0.8	-1.4	0.7	4.1	-0.8	-0.2	-0.9
[13] COC(=O)[C@H](C(C)C)N1CCc2nnn(CC3CCCCC3)c2-c2cc(F)ccc2S1(=O)=O
  ·	1.0	0.8	·	1.8	-1.2	-1.8	-7.3	-0.4	-1.2	·
[14] O=C(NCc1ccc(F)cc1)C1CCN(S(=O)(=O)c2cccc3nonc23)CC1
  0.3	-1.8	-1.3	-0.2	-1.6	-1.1	0.9	-2.0	-4.8	-0.4	0.0
[15] COc1ccc(N2CCCn3c2nc2c3c(=O)n(CCN3CCOCC3)c(=O)n2C)cc1
  -0.6	3.7	0.3	0.5	0.9	-1.0	-0.1	5.4	0.6	0.0	-1.4
[16] C=CCOc1c(CNc2cccc(C(=O)O)c2)cccc1OCC
  0.6	-5.8	-0.1	0.9	-0.4	-1.2	-0.7	3.4	-35.5	0.5	-1.4
[17] Cn1c(=O)c(C(=O)N2CCc3ccccc32)cc2cccnc21
  2.4	-0.2	1.4	-0.3	-2.2	-0.9	0.1	-3.6	1.9	0.9	-0.5
[18] CSc1nc2ccccc2cc1/C=C(\C#N)c1ccccc1
  0.1	-1.2	-2.1	-5.0	-0.2	-0.9	-0.8	0.5	-0.8	-0.6	-2.1
[19] CCOC(=O)C1(C)CCN1C(=O)c1ccc(-c2ccccc2)cc1 (stereo not drawn)
  ·	-2.3	1.8	0.7	2.9	-1.2	-0.1	-2.1	0.8	0.4	0.1
[20] CCOc1ccccc1N1CC(C(=O)N2CCOCC2)CC1=O (stereo not drawn)
  -0.8	4.1	1.6	0.3	-5.1	-0.5	1.6	-2.6	-123.0	0.3	-2.2
[21] COc1cccc(C(=O)Nc2ccc(C(F)(F)F)n(C)c2=O)c1
  1.6	3.1	18.0*	2.2	4.9	-1.2	6.3*	0.8	1.6	2.4	-1.4
[22] O=C(COC(=O)CNC(=O)c1ccccc1F)Nc1cccc(S(=O)(=O)N2CCCCCC2)c1
  -1.2	-12.2	-2.0	1.5	-2.8	-1.4	-1.2	-2.3	-3.0	0.1	1.9
[23] CC(C)(C)NC(=O)C(c1cccs1)N(Cc1cccs1)C(=O)c1ccc(CN2CCOCC2)o1 (stereo not drawn)
  ·	4.7	2.5	1.9	-2.9	-1.0	-2.4	0.0	-0.7	-0.5	1.0
[24] CC1=CSC2=NC(=O)/C(=C/c3cccc(OC(=O)c4ccco4)c3)C(=N)N12
  -0.3	-17.7	2.6	3.2	1.3	-0.4	-0.9	-5.1	-125.6	-0.2	-4.6
[25] O=CNc1cc(-c2ccccc2Oc2ccccc2)cn2c(-c3ccc(F)cc3)cnc12
  ·	-18.0	0.9	-0.3	-5.3	-1.0	-0.6	9.9	-68.5	-0.2	-3.1
[26] CCn1c(CCCNC(=O)c2ccc(F)cc2)nc2ccccc21
  1.4	-2.8	-1.0	0.1	-0.6	-1.5	-2.6	5.0	5.4	0.5	0.2
[27] O=C(CNC(=O)c1cccc(Cl)c1)NCCCSc1ccccc1
  -1.4	-14.5	1.0	-2.1	-1.4	-1.3	-1.2	-1.5	-10.8	-1.0	-0.3
[28] CC(C)(C)n1ncc2c(=O)n(CC(=O)NCc3ccco3)cnc21
  2.4	10.3	4.3	0.6	1.5	-0.2	1.9	-3.9	-0.4	1.3	0.7
[29] O=C(NN=C1C2CC3CC(C2)CC1C3)c1cc(Cl)ccc1O
  -0.7	17.5	1.9	2.5	-0.3	-1.2	1.8	-2.0	-109.9	-0.4	-1.9
[30] CCCc1cc(C(=O)Nc2cnn(Cc3ccc(F)cc3)c2)no1
  -0.8	-1.8	-2.0	2.0	0.8	-0.7	2.8	0.0	-8.8	0.6	0.6
[31] O=C(NCCN1CCOCC1)c1ccccc1Oc1ccccc1
  1.5	-6.5	-0.8	-1.0	-3.0	-0.9	0.8	-4.1	2.3	-0.2	1.5
[32] CN(C)S(=O)(=O)N1CCN(c2ccc([N+](=O)[O-])c(N3CCOCC3)c2)CC1
  2.4	4.8	2.5	0.9	-3.0	-0.8	4.7	2.4	1.9	-1.4	1.3
[33] COc1ccc([C@H]2OC(=O)C[C@H]2C(=O)N2CCN(c3ccccc3Cl)CC2)cc1OC
  ·	-3.5	-1.4	·	1.6	-1.1	-1.6	4.6	5.0	0.1	·
[34] CCCCC(CC)CNC(=O)Cn1c(=O)[nH]c2ccsc2c1=O (stereo not drawn)
  2.2	-1.3	2.0	0.1	-2.6	-1.6	0.0	1.2	-8.1	0.1	2.6
[35] C/C(=N/NC(=O)C1CCN(S(=O)(=O)c2ccc(C)cc2)CC1)c1cccc([N+](=O)[O-])c1
  -1.5	-2.6	0.6	2.9	-1.3	-0.3	1.8	2.4	0.8	-0.2	-0.2
[36] Cc1ccc(C(=O)OCC(=O)NCc2ccco2)cc1C
  0.3	-8.9	-0.5	-0.1	3.9	-1.1	1.1	-4.5	-4.7	1.5	-1.2
[37] O=C(c1cccc(F)c1)N1CCC(O)(c2cccnc2)CC1
  1.7	-6.7	-0.4	-2.5	-0.4	-0.6	-1.1	-4.5	-2.7	0.2	-0.2
[38] O=C(NCc1nnnn1-c1ccccc1)c1ccc2ccccc2c1
  0.4	-10.4	-0.7	-0.3	-6.2	-0.7	-0.9	7.7	-0.5	-1.5	-1.5
[39] CCCCn1c(SCC(=O)c2c(N)n(C3CC3)c(=O)[nH]c2=O)nc2cc(S(N)(=O)=O)ccc21
  -0.2	7.0	0.7	-0.7	-5.2	-1.1	0.1	2.9	-5.2	1.1	1.3
[40] COc1ccnc(Oc2ccc(F)cc2)c1C#N
  ·	3.1	0.7	4.3	2.5	-1.6	-3.5	5.0	5.4	-0.2	0.7
[41] CCOC(=O)c1ccc(NC(=O)c2nc[nH]c2C(=O)N[C@H](C)CO)cc1
  -0.7	-2.4	0.4	0.4	2.4	-1.0	-2.1	-6.8	2.7	0.0	1.8
[42] CCc1nc2ccccc2c(C(=O)OCc2nc3ccccc3c(=O)[nH]2)c1C
  0.0	3.6	0.3	-2.5	-2.1	-0.6	-0.2	32.4*	-13.6	-1.0	24.6*
[43] CCn1c(SCc2ccc(F)cc2)nc2ccccc2c1=O
  1.4	5.8	-2.1	0.6	-3.1	-1.5	-2.5	7.5	-1.1	0.3	0.2
[44] Cc1cc(C)c2c(N)c(C(=O)c3ccc(Cl)cc3)sc2n1
  -1.7	0.0	1.7	3.7	-2.9	-1.2	-3.1	2.4	-0.7	-0.2	-2.4

Screens: PubChem, several laboratories
